Assay outcomes deposited in PubChem BioAssay by Broad Institute.
ARNT-TACC3 inh: disrupts binding between human ARNT and TACC3; Q9Y6A5; AlphaScreen His-ARNT PAS-B/GST-TACC3 binding, luminescence; TACC3 fragment carries E629A point mutation; inhibition, % at 9.99 µM; actives 0.66% (n = 390,000); AID 623870;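 active means mean inhibition of replicates at least 50% and at least half of replicates each reaching 50%; inconclusive means half or more replicates reach 50% but mean below 50%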;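 further: 0% = complete ARNT plus TACC3 wells and 100% = ARNT alone without TACC3; many hits fall short of the cut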
Cneo AK release: Cryptococcus neoformans lysis via adenylate kinase release | C. neoformans lysis, adenylate kinase release luminescence, 4 h; normalised: neutral wells 0, clomiphene wells 100 | AID 651654 | lysis activity, % at 15 µM | actives 0.2% (n = 360,000);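 active means mean lysis activity across replicates of at least 80%, whatever share of replicates individually reach that level; inactive means mean lysis activity below 80%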
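Test system: log-phase Cryptococcus neoformans yeast cells. Input: 5 × 10^6 yeast cells/mL. Medium: fresh YPD growth medium. Doses: single dose. Incubation: static 4 h at 37 °C with compound, 1 h detection. Measured by: luminescent adenylate kinase detection reagent. Read-out: signal increase indicating cell lysis. Benchmarks: Clomiphene.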
C2C12 statin: suppressors of simvastatin-induced myotoxicity in C2C12 myotubes; actives 0.78% (n = 330,000); AID 602340; rescue of ATP level, % at 7.49 µM; ATP luminescence, 48 h; scaled: DMSO 0, geranylgeraniol control 100;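 active means mean ATP rescue above about 67%, or every replicate alone reaching that limit, limit read from the data, passing the limit was not always enough; inconclusive means no clear call, values can overlap the other calls; inactive means mean under the limit and some replicate under it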;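 further: myotubes were challenged with 10 µM simvastatin during compound exposure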
ERp5 block: ERp5 (human) disulfide isomerase inhibition; ERp5 insulin aggregation, absorbance 650 nm, 90 min; inhibition, % at 9.99 µM; actives 0.05% (n = 350,000); AID 651711;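 active means mean replicate inhibition above about 25%, with every replicate also reaching it, limit read from the data, passing the limit was not always enough; inconclusive means only one of those two criteria met; inactive means neither criterion met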
Target sequence (Q15084 whole entry, looked up): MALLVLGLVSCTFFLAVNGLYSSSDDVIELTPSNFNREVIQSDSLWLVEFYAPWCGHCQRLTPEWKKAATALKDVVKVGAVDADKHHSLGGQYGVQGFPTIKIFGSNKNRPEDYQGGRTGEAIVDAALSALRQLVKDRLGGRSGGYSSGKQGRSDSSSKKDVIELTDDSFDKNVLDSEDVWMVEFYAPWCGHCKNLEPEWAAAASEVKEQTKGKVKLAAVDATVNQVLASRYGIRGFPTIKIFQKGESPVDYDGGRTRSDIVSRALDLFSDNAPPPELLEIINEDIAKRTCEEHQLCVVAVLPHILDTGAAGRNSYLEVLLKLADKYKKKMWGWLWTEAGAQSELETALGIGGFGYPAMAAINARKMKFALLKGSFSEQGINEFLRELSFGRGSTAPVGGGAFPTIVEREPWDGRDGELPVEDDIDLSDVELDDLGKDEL
SIRT5 block: inhibitors of human sirtuin-5 desuccinylase; Q9NXA8; Purified SirT5, succinyl-peptide AMC, trypsin-coupled fluorescence; inhibition, % at 15 µM; actives 1.1% (n = 330,000); AID 652115; in the data active means inhibition above about 15%; inconclusive means no clear call, values can overlap the other calls
Target sequence (Q9NXA8 whole entry, looked up): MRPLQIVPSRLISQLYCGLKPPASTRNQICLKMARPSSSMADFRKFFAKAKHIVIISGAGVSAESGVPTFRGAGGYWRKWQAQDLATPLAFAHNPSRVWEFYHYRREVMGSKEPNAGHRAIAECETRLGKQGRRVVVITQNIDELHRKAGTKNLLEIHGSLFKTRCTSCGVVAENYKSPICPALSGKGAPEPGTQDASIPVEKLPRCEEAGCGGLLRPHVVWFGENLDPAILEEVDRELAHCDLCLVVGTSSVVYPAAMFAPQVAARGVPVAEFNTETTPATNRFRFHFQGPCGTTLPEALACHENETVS
miR-122 sensor: inhibitors of miR-122 in Huh7 cells; Huh7 miR-122 Renilla luciferase sensor, 48 h; neutral wells = 0, positive control = 100; actives 0.3% (n = 340,000); activation (reporter increase), % at 12.5 µM;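 active means mean replicate activation score at least 90 and every replicate individually at or above 90; inconclusive means only one of the two criteria met; inactive means neither criterion met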;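 further: higher luciferase means less miR-122 activity so hits act as miR-122 inhibitors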
esBAF inh: blocks esBAF chromatin remodeling in mouse ES cells; Bmi1-luciferase knock-in reporter, 24 h; 100% = twice the neutral-well signal; reporter increase, % at 12.5 µM; actives 2% (n = 350,000); AID 602393; in the data active means activation above about 40%; inconclusive means no clear call, values can overlap the other calls;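 further: 0% = median of the plate's neutral control wells and 100% = double that signal; a rise in the Bmi1 reporter signal indicates esBAF inhibition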
Numbers without * were called inactive; ? = inconclusive; . = no result given; & = joins results of further samples; [ ] = remark or other dose.

Assay codes: A = ARNT-TACC3 inh; B = Cneo AK release; C = C2C12 statin; D = ERp5 block; E = SIRT5 block; F = miR-122 sensor; G = esBAF inh
1: NS(=O)(=O)c1ccc(NC(=S)NC2CC2)cc1
  A: -3; B: -2; C: 8; D: -2; E: -2; F: -4; G: 5

2: C[C@@H]1CN([C@@H](C)CO)C(=O)c2cccc(NC(=O)c3cnccn3)c2O[C@@H]1CN(C)C(=O)NC1CCCCC1
  A: 3; B: 1; C: -3; D: 3; E: 0; F: 15[16.7 µM]; G: -3

3: CC(=O)N1CCCc2cc(S(=O)(=O)N3CCCC3)ccc21
  A: 1; B: 0; C: 5; D: 3; E: -3; F: .; G: -8

4: Cc1ccc(S(=O)(=O)NC(=O)C2(C)CCN2C(=O)C2(c3ccc(Cl)cc3)CC2)nc1 (configuration not stated)
  A: .; B: 1; C: 11; D: -4; E: -2; F: 2; G: -1

5: Cn1c(/C=C/c2ccc(Br)cc2)nc2ccccc2c1=O
  A: -11; B: 1; C: 34; D: -3; E: -4; F: -8; G: 74*

6: CCN(CC(=O)NCCc1ccc(S(N)(=O)=O)cc1)Cc1ccccc1
  A: 0; B: 6; C: -2; D: -11; E: -1; F: -6; G: -6

7: O=C(COC(=O)c1cc(S(=O)(=O)N2CCCCC2)ccc1N1CCOCC1)c1ccccc1Cl
  A: .; B: -1; C: 4; D: 3; E: .; F: 0; G: 11

8: O=C(Cn1ncc(Cl)c(Cl)c1=O)N1CCN(Cc2ccccc2)CC1
  A: -2; B: .; C: .; D: 5; E: -1; F: .; G: .

9: O=C(C[C@H]1CC[C@H]2[C@@H](COC[C@@H](O)CN2C(=O)c2ccccc2)O1)N1CCc2ccccc2C1
  A: -3; B: 0; C: -2; D: 1; E: -2; F: -6[16.7 µM]; G: -3

10: Cc1noc(C)c1NC(=O)Nc1cccc2c1O[C@H](CN(C)C(=O)NC(C)C)[C@@H](C)CN([C@H](C)CO)C2=O
  A: 0; B: 0; C: 3; D: 0&5; E: 0&-5; F: 1; G: -5

11: Cc1cc(NC(=O)CCn2c(=O)sc3ccccc32)no1
  A: -1; B: 1; C: -18; D: .; E: .; F: -1; G: 2

12: COc1ccc(N2CCN(CC(=O)Nc3ccccc3C(=O)NC(C)c3ccccc3)CC2)cc1 (configuration not stated)
  A: .; B: 3; C: -20; D: 1; E: .; F: -14; G: -8

13: COc1cc(C(=O)NCC(=O)NC(C)CCc2ccccc2)cc(OC)c1OC (configuration not stated)
  A: -7; B: 0; C: -5; D: 2; E: -2; F: .; G: 3

14: CC(C)(C)[S@](=O)N1Cc2cc(C(=O)NCCN3CCCCC3)nc(-c3cccc(-c4ccc(C#N)cc4)c3)c2[C@@H]1CCO
  A: 39; B: 62; C: -13; D: -4; E: 2; F: .; G: 1

15: Cc1cccc(N(CC(=O)NC2CCCCC2)C(=O)CCCC(=O)Nc2ccccn2)c1C
  A: -5; B: .; C: 4; D: 3; E: .; F: 33; G: -4

16: CC1=C(C#N)C(Nc2cc(C)ccn2)(C(F)(F)F)C(=O)N1 (configuration not stated)
  A: -2; B: -3; C: 1; D: .; E: .; F: -6; G: 8

17: CCC(=O)N[C@@H]1CC[C@@H](CC(=O)NCc2ccc(OC)cc2)O[C@@H]1CO
  A: -1; B: 1; C: 1; D: 3; E: -4; F: .; G: -2

18: O=C(CCc1nc2ccccc2c(=O)[nH]1)N1CCN(S(=O)(=O)c2cc(Cl)ccc2Cl)CC1
  A: -11; B: 0; C: -6; D: 1; E: -5; F: -3; G: 0

19: O=C1CC(N(O)c2ccccc2)C(=O)N1Cc1ccccc1 (configuration not stated)
  A: .; B: -2; C: 2; D: .; E: .; F: -5; G: 22

20: CCOC(=O)Nc1cccc(Cl)c1C
  A: -3; B: -3; C: 3; D: .; E: .; F: -4; G: -2

21: S=C(NC1CCCC1)N1CCN(c2ccc(Cl)cc2)CC1
  A: 0; B: .; C: .; D: 1; E: -1; F: .; G: .

22: CN1c2ccc(-c3ccccc3)cc2[C@@H]2[C@@H](CCN2C(=O)Cc2ccccc2)[C@H]1CO
  A: 9; B: -3; C: 54; D: -4; E: 3; F: -2[16.7 µM]; G: -3

23: O=C1CC(C(=O)NCc2ccccc2)C2(CCCC2)O1 (configuration not stated)
  A: 1; B: -1; C: 2; D: .; E: .; F: -3; G: 2

24: CCOc1cc(/C=N/NC(=O)c2cccc(S(=O)(=O)N3CCOCC3)c2)ccc1OCC(=O)N(C)C
  A: 3; B: -2; C: -1; D: 1; E: 3; F: 20; G: .

25: Cc1ccc(C(=O)c2c(NC(=O)c3ccccc3)sc(C)c2C)cc1
  A: 2; B: -5; C: 7; D: .; E: .; F: -2; G: 12

Single records (already shown). Values in the order: ARNT-TACC3 inh | Cneo AK release | C2C12 statin | ERp5 block | SIRT5 block | miR-122 sensor | esBAF inh
O=C1CC(C(=O)NCc2ccccc2)C2(CCCC2)O1 (configuration not stated) is listed as 1 | -1 | 2 | . | . | -3 | 2
O=C(COC(=O)c1cc(S(=O)(=O)N2CCCCC2)ccc1N1CCOCC1)c1ccccc1Cl is listed as . | -1 | 4 | 3 | . | 0 | 11
CC1=C(C#N)C(Nc2cc(C)ccn2)(C(F)(F)F)C(=O)N1 (configuration not stated) is listed as -2 | -3 | 1 | . | . | -6 | 8

Next records.
Assay codes: A = ARNT-TACC3 inh; B = Cneo AK release; C = C2C12 statin; D = ERp5 block; E = SIRT5 block; F = miR-122 sensor; G = esBAF inh
26: C[C@H](CO)N1C[C@H](C)[C@@H](CN(C)C(=O)CN(C)C)Oc2cc(C#Cc3ccccc3)ccc2S1(=O)=O
  A: 11; B: 5; C: -12; D: 6; E: -3; F: -1[16.7 µM]; G: 4

27: C[C@H](CO)N1C[C@H](C)[C@H](CN(C)S(=O)(=O)c2ccc(F)cc2)Oc2c(NC(=O)Nc3cccc4ccccc34)cccc2C1=O
  A: .; B: .; C: -10; D: 4; E: 6; F: 5[16.7 µM]; G: 4

28: Oc1ccccc1/C=N/Nc1ccccc1
  A: 10; B: .; C: 16; D: 4; E: -8; F: -12; G: ?

29: O=C(OCC1OC(Oc2ccc(O)cc2)C(O)C(O)C1O)c1ccccc1 (configuration not stated)
  A: -10; B: -1; C: -4; D: -1; E: .; F: 2; G: -9

30: O=C1c2ccccc2C(=O)N1CCCCc1cn(C[C@H]2CC[C@@H]([C@@H]3CC[C@H](Cn4cc(CCCCN5C(=O)c6ccccc6C5=O)nn4)O3)O2)nn1
  A: 0; B: -1; C: -17; D: 7; E: .; F: -9; G: -7

31: Cc1ccc(CNn2cnnc2SCc2ccc(F)cc2)cc1
  A: -2; B: -3; C: 6; D: .; E: .; F: -1; G: 2

32: O=C(Nc1ccnn1C1CCN(Cc2ccccc2)CC1)c1ccccc1Cl
  A: 10; B: 1; C: .; D: 5; E: -2; F: .; G: .

33: CCOc1ccc(Oc2nc(NCC(C)C)nc(OC)n2)nn1
  A: -9; B: 2; C: -15; D: 2; E: 0; F: -5; G: 4

34: C[C@@H]1CN([C@H](C)CO)S(=O)(=O)c2ccc(C#Cc3ccccc3F)cc2O[C@H]1CN(C)C(=O)Cc1cccnc1
  A: -4; B: 60; C: -22; D: -1; E: 5; F: 6[16.7 µM]; G: -6

35: N#C[C@H]1[C@@H](c2ccc(C3=CCCCC3)cc2)[C@@H](CO)N1C(=O)c1cccc(F)c1
  A: 26; B: -5; C: -28; D: 2; E: .; F: .; G: -2

36: COc1ccccc1-c1ccc2c(c1)O[C@@H](CN(C)S(=O)(=O)c1ccccc1)[C@@H](C)CN([C@H](C)CO)S2(=O)=O
  A: -8; B: -6; C: -88; D: -1; E: 4; F: -6[16.7 µM]; G: 4

37: O=C(NN=C1CCCCCC1)c1cn(-c2ccccc2)nc1-c1ccccc1
  A: -6; B: .; C: 3; D: .; E: .; F: -3; G: -4

38: C[C@@H]1CN([C@@H](C)CO)C(=O)c2cc(N(C)C)ccc2O[C@@H](C)CCCCO[C@H]1CN(C)S(=O)(=O)c1ccccc1
  A: .; B: .; C: 2; D: .; E: .; F: 2[16.7 µM]; G: -7

39: CN(CC1CCOCC1)C(=O)CC1C(=O)NCCN1CC(c1ccccc1)c1ccccc1 (configuration not stated)
  A: 1; B: -1; C: 1; D: 0; E: -6; F: .; G: 6

40: O=C(NCc1ccccc1F)Nc1nnc([C@H]2C[C@H](O)[C@@H](CO)O2)s1
  A: .; B: 12; C: 6; D: 3; E: -1; F: .; G: 0

41: C/C(CCN1CCc2nc(-c3ccccc3)c(-c3ccccc3)cc2C1)=N\O[C@@H](C)c1cc(-c2c(C)cc(C)cc2C)no1
  A: -24; B: .; C: -81; D: .; E: .; F: 5; G: 2

42: CCOc1cc(/C=N/NC(=O)Cn2nc([N+](=O)[O-])cc2C)cc(Br)c1OCc1ccccc1C
  A: -2; B: -2; C: -1; D: .; E: .; F: 5; G: -5

43: Cc1cccc2c(C(=O)N3CCCCC3)cc(-c3ccccc3)nc12
  A: 4; B: 0; C: 0; D: 1; E: .; F: .; G: -1

44: Cc1cc(C)c2c(c1)NC(c1cc3c(cc1Br)OCO3)C1CC=CC21 (configuration not stated)
  A: 0; B: -1; C: .; D: .; E: .; F: 21; G: .

45: COc1ccccc1NS(=O)(=O)c1cccc(C(=O)NCC(c2cccs2)N(C)C)c1 (configuration not stated)
  A: 5; B: 1; C: -3; D: -1; E: -9; F: 5; G: 8

46: COc1ccc(S(=O)(=O)N(C)C[C@@H]2Oc3ccc(NC(=O)CCC(F)(F)F)cc3CC(=O)N([C@@H](C)CO)C[C@H]2C)cc1
  A: 4; B: 1; C: 6; D: -1; E: 1; F: 3[16.7 µM]; G: 3

47: Cc1noc(C)c1S(=O)(=O)N(C)C[C@@H]1OCCCC[C@@H](C)Oc2ccc(NS(=O)(=O)c3ccccc3)cc2C(=O)N([C@H](C)CO)C[C@@H]1C
  A: -3; B: -1; C: .; D: -3; E: 8; F: 2[16.7 µM]; G: 3

48: CCOC(=O)C1CCCN(S(=O)(=O)c2ccc3c4c2CC(=O)N4CC(C)S3)C1 (configuration not stated)
  A: -1; B: -2; C: .; D: 4; E: .; F: -1; G: 5

49: CCC(Sc1nc(C)cc(=O)[nH]1)C(=O)Nc1nc(-c2ccccc2)cs1 (configuration not stated)
  A: -7; B: 1; C: .; D: .; E: .; F: -4; G: 12

50: COc1ccc(OCCC(=O)NC2=NCCS2)cc1
  A: 1; B: 24; C: 1; D: .; E: .; F: -3; G: 13

51: O=C(NCC(c1ccco1)N1CCCC1)c1cccc(S(=O)(=O)N2CCc3ccccc32)c1 (configuration not stated)
  A: .; B: 0; C: -7; D: 2; E: 2; F: 2; G: 1

52: CC(=O)c1cccc(NC(=O)CN(Cc2ccccc2)S(C)(=O)=O)c1
  A: -26; B: 1; C: 15; D: .; E: .; F: -1; G: -10

53: O=C(CC1SC(=Nc2ccc(O)cc2)NC1=O)Nc1ccccc1 (configuration not stated)
  A: -1; B: .; C: 18; D: .; E: .; F: 0; G: 3

54: Cc1cc(=O)nc2c3ccccc3n(C(C)C(=O)NCCC(C)C)n12 (configuration not stated)
  A: 5; B: 2; C: -57; D: 3; E: -2; F: -8; G: 0

55: CC(C)[C@H]1COCCS(=O)(=O)N1Cc1ccc(Cl)cc1
  A: 14; B: 1; C: -3; D: 0; E: -3; F: -3; G: -8

56: CC(OC(=O)CC1Sc2ccccc2NC1=O)C(=O)NC1CCCC1 (configuration not stated)
  A: 8; B: 2; C: 8; D: -3; E: -1; F: .; G: -5
